MT1-MMP act inh = inhibitors of human MT1-MMP activation; P50281; HT1080 RFP-PRO-GFP cells, GFP/RFP ratio fluorescence, overnight; percent of plate control window, DMSO zero; GFP/RFP ratio change, % at 20 µM; 360,000 compounds, 0.061% hits; AID 651647;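 active = GFP/RFP ratio change of at least 30% with cell ATP level not reduced by more than half and red fluorescence within 50% of control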; also: strong numbers were not always called active
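Material: RFP-PRO-GFP reporter HT1080 cells. Dosing: single-point 20 µM compound, 1% DMSO. Controls: DMSO and RFP-L50D-GFP cell wells. Timing: cells overnight before dosing, compound overnight, 37 °C, 5% CO2. Measure: GFP/RFP fluorescence ratio.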
Neddylation inh = inhibitors of human cullin neddylation. TR-FRET cullin neddylation, biochemical. P61081+Q13564. calls only at 25 µM. 360,000 compounds, 0.58% hits. AID 651699; in the data active = inhibition above about 36%
Rin1-Abl PPI inh = human Rin1-Abl interaction inhibition. TR-FRET Rin1/Abl binding, biochemical. inhibition, % at 7.35 µM. 360,000 compounds, 0.4% hits. AID 588664; in the data active = inhibition above about 5%, passing the limit was not always enough
FAS TE block = FAS thioesterase (human) inhibition; P49327; 360,000 compounds, 0.67% hits; AID 602261; recombinant FAS-TE, OMFH fluorogenic substrate, fluorescence endpoint; inhibition, % at 15 µM;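 active = compounds whose normalised, plate-corrected inhibition of enzyme fluorescence in the single-dose primary screen is 50% or more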;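 also: 0% = DMSO with enzyme and 100% = substrate without enzyme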
PABP1 MLLE inh = inhibitors of microRNA-mediated deadenylation, human PABP1 MLLE binding; P11940; 360,000 compounds, 0.36% hits; inhibition, % at 20 µM; GST-MLLE / FITC-PAM2 fluorescence polarization; in the data active = inhibition above about 35%, passing the limit was not always enough;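 also: plate controls were DMSO wells with GST-MLLE for no effect and wells lacking GST-MLLE protein for full effect; some results filed as inactive read as strong as hits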
SKN-1 block = C. elegans SKN-1 inhibition; C. elegans VP596 Pgst-4::GFP/RFP ratio, acrylamide-induced, 24 h; inhibition, % at 21.8 µM; 360,000 compounds, 0.49% hits; AID 624304;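 active = interference check ratio from 0.5 to 1.5 plus GFP to RFP signal ratio inhibition reaching or exceeding a fixed threshold, cut at about 30% in these data, passing the limit was not always enough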; also: some compounds called inactive have numbers as strong as hits
Rpn11 block = Rpn11 (human) deubiquitinase inhibition. human 26S proteasome, Ub4-pepOG fluorescence polarization; 20S core pre-blocked with epoxomicin. calls only at 20 µM. 360,000 compounds, 0.59% hits. AID 588493;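 active = inhibition at 20 µM, scaled to each plate's controls, above about 33%, limit read from the data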
Target sequence (O00487 whole entry, looked up): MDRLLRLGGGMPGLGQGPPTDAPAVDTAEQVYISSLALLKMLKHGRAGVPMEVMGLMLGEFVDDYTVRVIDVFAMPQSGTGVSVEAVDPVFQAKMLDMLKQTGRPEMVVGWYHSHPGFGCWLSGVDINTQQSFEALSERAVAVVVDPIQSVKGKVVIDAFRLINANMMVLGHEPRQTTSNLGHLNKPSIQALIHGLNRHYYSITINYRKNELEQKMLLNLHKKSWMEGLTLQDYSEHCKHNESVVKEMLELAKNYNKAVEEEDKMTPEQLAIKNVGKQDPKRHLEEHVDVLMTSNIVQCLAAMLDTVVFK
NadD inh = blocks S. aureus nicotinate mononucleotide adenylyltransferase; purified NadD enzyme, colorimetric absorbance read-out; inhibition, % at 20 µM; 360,000 compounds, 0.78% hits; AID 602399; in the data active = inhibition above about 26%; also: some compounds past the cut are filed as inactive
CSN inh = blocks human CSN-mediated cullin deneddylation; Purified CSN, SCF-Nedd8-OG deneddylation, fluorescence polarization; inhibition, % at 12.5 µM; 360,000 compounds, 0.38% hits; AID 651999;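 active = pattern-corrected inhibition above about 35%, with an unprinted fluorescence ratio check between 0.5 and 1.5, limit read from the data, passing the limit was not always enough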;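 also: 0% = enzyme with substrate and 100% = substrate without enzyme; some results filed as inactive read as strong as hits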
Target sequence (Q92905 whole entry, looked up, one chain of several): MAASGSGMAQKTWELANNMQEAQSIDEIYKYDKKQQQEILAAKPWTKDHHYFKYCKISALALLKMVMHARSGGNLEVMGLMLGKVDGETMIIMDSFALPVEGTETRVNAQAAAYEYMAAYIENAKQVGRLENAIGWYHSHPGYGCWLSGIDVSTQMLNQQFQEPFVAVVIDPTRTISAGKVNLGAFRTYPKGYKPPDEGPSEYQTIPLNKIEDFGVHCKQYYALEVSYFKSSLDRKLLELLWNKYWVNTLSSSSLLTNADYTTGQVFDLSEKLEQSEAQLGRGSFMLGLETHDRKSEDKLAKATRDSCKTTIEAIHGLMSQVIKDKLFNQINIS
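Assay system: HEK293T-derived human Csn5 enzyme; quantity: 0.24 nM enzyme; medium: Tris/NaCl/DTT buffer, pH 7.5; also added: substrate SCFSkp2-Nedd8OG, 10 nM; doses: 12.5 µM compound; schedule: 90 min reaction at room temperature; signal: FP; read-out: % inhibition of substrate cleavage by Csn5; benchmarks: substrate-only high control, full reaction low control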
The depositor's hits bear a star; i = inactive; . = not tested or not shown; + = active, no number. Not a hit list; about 3.9% have a hit in one of these screens.

no.	canonical_smiles	MT1-MMP act inh	Neddylation inh	Rin1-Abl PPI inh	FAS TE block	PABP1 MLLE inh	SKN-1 block	Rpn11 block	NadD inh	CSN inh
1	C/C(=N\NC(=O)COc1c(C)cccc1C)c1cccs1	0	i	1	-1	2	5	i	-6	-11
2	Cc1nn(-c2ccccc2)c(C)c1C(=O)NCCc1ccc(Cl)cc1	0	i	2	4	9	9	i	-1	-2
3	Cc1cccc(CCNS(=O)(=O)c2ccc3c(c2)CCN3C(=O)CCC(=O)O)c1	-2	i	1	-5	2	8	i	2	4
4	Clc1ccc(CN(Cc2ccc(Cl)cc2)c2nn[nH]n2)cc1	0	i	3	-27	8	3	i	7	2
5	O=Cc1cn(CC(=O)N2CCCCC2)c2ccccc12	3	i	1	-9	12	4	i	2	-9
6	Cc1ccc(S(=O)(=O)N2CCN(C(=O)C3=COCCO3)CC2)cc1C	4	i	-3	-2	-52	4	i	0	-2
7	COc1cccc(Sc2ccccc2CN(C)C)c1	-4	i	-1	-3	-4	8	i	-1	-1
8	O=[N+]([O-])c1ccc(C(O)CN2CCN(c3ccccc3)CC2)cc1 (stereo unspecified)	3	i	4	-1	-6	-1	i	-2	-1
9	CCOC(=O)C(CC(=O)c1ccccc1)CC(=O)c1ccccc1	-1	i	2	4	-11	6	i	-8	0
10	CCOc1cccc(-c2c(C(=O)N/N=C/c3ccc(C)o3)nnn2-c2nonc2N)c1	0	i	2	-3	10	-8	i	5	-5

Reprinted from the part before: 6 compounds, then new ones.
no.	canonical_smiles	MT1-MMP act inh	Neddylation inh	Rin1-Abl PPI inh	FAS TE block	PABP1 MLLE inh	SKN-1 block	Rpn11 block	NadD inh	CSN inh
5	O=Cc1cn(CC(=O)N2CCCCC2)c2ccccc12	3	i	1	-9	12	4	i	2	-9
6	Cc1ccc(S(=O)(=O)N2CCN(C(=O)C3=COCCO3)CC2)cc1C	4	i	-3	-2	-52	4	i	0	-2
7	COc1cccc(Sc2ccccc2CN(C)C)c1	-4	i	-1	-3	-4	8	i	-1	-1
8	O=[N+]([O-])c1ccc(C(O)CN2CCN(c3ccccc3)CC2)cc1 (stereo unspecified)	3	i	4	-1	-6	-1	i	-2	-1
9	CCOC(=O)C(CC(=O)c1ccccc1)CC(=O)c1ccccc1	-1	i	2	4	-11	6	i	-8	0
10	CCOc1cccc(-c2c(C(=O)N/N=C/c3ccc(C)o3)nnn2-c2nonc2N)c1	0	i	2	-3	10	-8	i	5	-5
11	O=c1[nH]nc(-c2cccs2)c2ccccc12	1	i	1	-8	10	6	i	-8	10
12	COc1cc(/C=N/NC(=O)/C(=C/c2ccccc2)CCO)ccc1O	4	i	-2	-10	6	-12	i	-1	2
13	CCC1Oc2ccc(C)cc2N(CC(=O)N(Cc2cccnc2)Cc2ccc(C)o2)C1=O (stereo unspecified)	0	i	1	2	0	2	i	3	1
14	NN=C(c1ccccc1)c1ccccc1	-1	i	1	0	8	7	i	-4	1
15	CCc1[nH]nc2c1C(c1ccncc1)C(C#N)=C(N)O2 (stereo unspecified)	1	i	-1	-7	4	9	i	-5	1
16	CCOC(=O)C1(Cc2ccccc2)CCN(C2Cc3ccccc3C2)CC1	-10	i	3	4	7	-1	i	5	2
17	Cc1cc(-c2ccccc2)nc(=O)[nH]1	-40	i	2	-23	9	-11	i	1	-17
18	CN(CC(=O)Nc1ccc(F)cc1)C(=O)CN1C(=O)NC2(CCCc3ccccc32)C1=O (stereo unspecified)	-2	i	-5	-2	-20	14	i	1	-3
19	CC(=O)c1ccc(NC(=O)C(C)NCc2ccc(Cl)cc2)cc1 (stereo unspecified)	-3	i	5	-1	8	1	i	3	2
20	CCN(CC(N)=O)S(=O)(=O)c1ccc(Br)cc1	3	i	1	-9	4	3	i	-2	5
21	Cc1cnc(C(=O)OCC(=O)Nc2ccc(OCc3ccccc3)cc2)cn1	3	i	2	-6	-12	22	i	0	-2
22	Cc1nn(CC(=O)N2CCCCC2)c(=O)c2nn(-c3ccccc3)c(C)c12	7	i	1	-5	15	9	i	9	2
23	CCCn1nc([N+](=O)[O-])c(C(C#N)c2nc3ccccc3s2)c(Cl)c1=O (stereo unspecified)	21	i	5	26	5	18	i	6	-12
24	CCOC(=O)C(=O)NNc1ccccc1C	1	i	4	-4	0	11	i	-4	0
25	CCCN(CC1CC1)C(=S)Nc1ccc(C(C)=O)cc1	2	i	5	0	-42	-19	i	0	-4
26	S=C(NCC1CCCO1)Nc1ccc(Cl)c(Cl)c1 (stereo unspecified)	2	i	1	8	-4	6	i	-4	5
27	CC(C)Oc1ccc(C2CC(=O)N(c3cccc(/C=C/C(=O)O)c3)C2=O)cc1 (stereo unspecified)	0	i	-1	-9	-5	0	i	0	1
28	O=C(COC(=O)CC1CC2CCC1C2)Nc1ccc(Cl)c(S(=O)(=O)N2CCOCC2)c1 (stereo unspecified)	1	i	3	30	2	15	i	-1	2
29	CC12CCC(C(=O)Nc3ccc(SC(F)F)cc3)(CC1=O)C2(C)C (stereo unspecified)	4	i	1	11	11	7	i	2	2
30	COc1ccc(/C=N/NC(=O)CCn2cnc3ccccc32)cc1	3	i	0	4	3	4	i	-4	1
31	C=CCn1c(SCC(=O)Nc2cccc(S(=O)(=O)N(C)c3ccccc3)c2)nnc1C1CC1	0	i	-3	-3	-15	0	i	-2	0
32	CN1CCN(S(=O)(=O)c2cccc(C(=O)N(C)C(c3ccccc3)c3ccccc3)c2)CC1	3	i	-2	-4	-10	-2	i	-4	3
33	COc1ccc(-n2c(SCC(=O)NCc3ccco3)nnc2-c2c[nH]c3ccccc23)cc1	-1	i	-5	7	-84	10	i	7	-4
34	COc1ccc(NC(=O)Cn2cnc3c(oc4nc5c(cc43)COC(C)(C)C5)c2=O)cc1	1	i	0	2	9	-8	i	-3	-2
35	CN1CCC[C@@H]1CCO[C@](C)(c1ccccc1)c1ccc(Cl)cc1	-12	i	-5	-2	-12	6	i	-7	0
36	CCCc1cc(=O)[nH]c(NCc2ccc(Cl)cc2)n1	1	i	-4	-3	-8	-1	i	2	1
37	Cc1ccccc1Oc1ncnc(N)c1[N+](=O)[O-]	-3	i	-3	1	6	2	i	-3	-5
38	CNC(=S)N1CCc2sccc2C1C (stereo unspecified)	3	i	-2	-2	-129	17	i	-1	-4
39	CCN(CC)C(=O)C(=O)c1cccn1-c1cccc(OC)c1C#N	4	i	4	-10	8	14	i	3	-3
40	N/C(=N\OS(=O)(=O)c1ccc(Cl)cc1)c1ccccn1	2	i	0	-7	-7	-14	i	2	-5
41	CCS(=O)(=O)c1nc(S(=O)(=O)c2ccc(C)cc2)c(N2CCC(O)CC2)s1	-2	i	-5	0	16	6	i	-6	0
42	Cc1cc(C)cc(N(C(=O)c2snc(C(N)=O)c2N)C(C(=O)NCC2CCCO2)c2cccs2)c1 (stereo unspecified)	-5	+	0	7	-5	4	i	2	-2
43	N#Cc1ccsc1NC(=O)CCN1CCN(C(c2ccccc2)c2ccccc2)CC1	-9	i	0	26	-16	24	i	8	2
44	COCCn1c(SCC(=O)NCC2CCCO2)nc2c([nH]c3ccccc32)c1=O (stereo unspecified)	-3	i	-2	-4	-7	1	i	2	-1
45	COc1ccc(S(=O)(=O)N2CCN(C(=O)c3cc4c(s3)CCC4)CC2)cc1	1	i	-2	7	-7	-2	i	13	38
46	Cc1cccc(NC(=O)C2CCN(S(=O)(=O)c3cccc4cccnc34)CC2)c1	1	i	1	1	9	6	i	2	-1
47	CC(C)[C@H](NC(=O)c1ccccc1)C(=O)Nc1cccc(S(=O)(=O)N2CCOCC2)c1	0	i	-5	-2	-6	16	i	4	5
48	Cc1ccc(C)c(CN2CCC(CNC(=O)CCc3nnc4ccc(N5CCCCC5)nn34)CC2)c1	-1	i	-6	-4	-1	6	i	-8	-5
49	Cc1cccc(N2C(=O)CC(n3ccnc3)C2=O)c1C (stereo unspecified)	1	i	4	-3	4	-7	i	3	-8
50	CC(=O)Oc1cc2oc(=O)c3c(c2cc1Cl)CCC3	3	.	-7	-4	-8	7	i	6	4
51	Cc1onc(-c2ccccc2Cl)c1C(=O)Nc1nnc(-c2cccc([N+](=O)[O-])c2)s1	3	i	-2	12	3	3	i	5	-2
52	c1cnc2nc3c4ccccc4c4ccccc4c3nc2c1	-14	i	-7	9	-86	17	i	10	28
53	CCOC(CCn1c(SCc2cccc([N+](=O)[O-])c2)nc2ccccc2c1=O)OCC	0	i	-2	31	14	8	i	2	-3
54	CC1CCN(C(=O)CSc2nnc(-c3cccnc3)o2)CC1	0	i	3	-6	3	-15	i	-2	3
